Statin myotox sup = protects C2C12 myotubes from simvastatin toxicity. ATP luminescence, 48 h; scaled: DMSO 0, geranylgeraniol control 100. rescue of ATP level, % at 7.49 µM. actives 0.78% (n = 330,000). AID 602340;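 active = mean ATP rescue above about 67%, or every replicate alone reaching that limit, limit read from the data, passing the limit was not always enough; inconclusive = no clear call, values can overlap the other calls; inactive = mean under the limit and some replicate under it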;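 also: myotubes were challenged with 10 µM simvastatin during compound exposure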
DENV2 CPE rescue = inhibitors of DENV2 cytopathic effect; DENV2-infected cells, cytopathic effect rescue, plate reader; CPE inhibition, % at 9.99 µM; actives 1.7% (n = 350,000); in the data active = CPE inhibition above about 20%, passing the limit was not always enough; inconclusive = no clear call, values can overlap the other calls; tested in BHK-21 cells;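 also: 0% = median of neutral control wells and 100% = median of positive control wells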
PglD inh = inhibitors of Campylobacter jejuni PglD acetyltransferase; purified PglD enzyme, DTNB colorimetric CoA detection; actives 0.098% (n = 360,000); inhibition, % at 12.5 µM; in the data active = inhibition above about 16%, passing the limit was not always enough; inconclusive = no clear call, values can overlap the other calls; also: strong numbers were not always called active
ERp5 inh = inhibitors of human ERp5 | Q15084 | ERp5 insulin aggregation, absorbance 650 nm, 90 min | inhibition, % at 9.99 µM | actives 0.05% (n = 350,000);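 active = mean replicate inhibition above about 25%, with every replicate also reaching it, limit read from the data, passing the limit was not always enough; inconclusive = only one of those two criteria met; inactive = neither criterion met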
Target sequence (Q15084 whole entry, looked up): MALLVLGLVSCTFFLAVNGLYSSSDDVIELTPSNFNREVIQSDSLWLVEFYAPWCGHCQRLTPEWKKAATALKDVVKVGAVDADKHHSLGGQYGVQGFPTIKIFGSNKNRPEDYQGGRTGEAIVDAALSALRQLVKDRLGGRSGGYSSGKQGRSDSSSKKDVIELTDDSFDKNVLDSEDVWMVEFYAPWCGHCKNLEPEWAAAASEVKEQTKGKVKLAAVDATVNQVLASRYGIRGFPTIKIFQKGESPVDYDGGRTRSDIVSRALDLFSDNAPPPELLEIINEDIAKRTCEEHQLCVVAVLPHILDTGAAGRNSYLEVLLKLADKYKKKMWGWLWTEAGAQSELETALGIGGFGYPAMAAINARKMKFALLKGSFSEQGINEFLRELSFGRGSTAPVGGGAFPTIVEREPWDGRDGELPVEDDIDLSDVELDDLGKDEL
E-selectin induc = E-selectin induction on HUVECs. HUVEC E-selectin immunofluorescence imaging; normalized: neutral wells 0, TNF-alpha wells 100. P16581. activation, % at 7.58 µM. actives 0.37% (n = 260,000);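 active = mean E-selectin-positive cell signal at least 10% of the positive control, reached in at least 60% of replicates, without over 20% cell loss; inconclusive = no rule given, readout overlaps actives, possibly toxicity-flagged; inactive = the rest, including those meeting only one limit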;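 also: in these data hits start at about 27%; measured in HUVEC primary endothelial cells; signal is the percent of cells scored E-selectin positive by PE staining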
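System: HUVEC / Compound: single concentration / Signal: immunofluorescence imaging / Read-out: percent E-selectin-positive cells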
S100A4 inh HTS = S100A4-myosin IIA interaction inhibition; AID 652163; S100A4/TAMRA-MyoIIA peptide fluorescence polarization; actives 0.14% (n = 360,000); inhibition, % at 10.7 µM;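 active = mean inhibition of at least 70% across replicates, with every replicate also reaching that level; inconclusive = mean inhibition reaches 70% but some replicates fall short; inactive = mean inhibition below 70%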
Target sequence (P26447 whole entry, looked up): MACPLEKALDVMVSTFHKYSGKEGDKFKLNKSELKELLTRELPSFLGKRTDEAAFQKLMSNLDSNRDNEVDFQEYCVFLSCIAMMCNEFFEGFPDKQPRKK
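System – human S100A4 monomer protein, biochemical binding assay · Buffer or medium – Calcium-containing HEPES buffer, pH 7.2 · Timing – 5 min between mix addition and reading · Also added – TAMRA-labelled myosin IIA heavy-chain peptide probe, 5 nM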
SIRT5 inh = blocks human SIRT5 desuccinylation of peptide; inhibition, % at 15 µM; Q9NXA8; AID 652115; actives 1.1% (n = 330,000); Purified SirT5, succinyl-peptide AMC, trypsin-coupled fluorescence; in the data active = inhibition above about 15%; inconclusive = no clear call, values can overlap the other calls
Target sequence (Q9NXA8 whole entry, looked up): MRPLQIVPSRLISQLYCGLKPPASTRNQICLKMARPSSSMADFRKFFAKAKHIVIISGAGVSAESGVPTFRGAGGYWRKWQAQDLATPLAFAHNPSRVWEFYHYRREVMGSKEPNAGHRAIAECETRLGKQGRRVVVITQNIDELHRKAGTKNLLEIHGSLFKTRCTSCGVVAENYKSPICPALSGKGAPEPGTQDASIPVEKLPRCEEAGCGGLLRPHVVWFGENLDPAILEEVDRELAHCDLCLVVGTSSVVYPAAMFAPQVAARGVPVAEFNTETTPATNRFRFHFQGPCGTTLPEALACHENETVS
* hit, by the source's call; ? = inconclusive; nt = not tested or not shown; & = joins results of further samples. A portion of the library (hit frequency here may not be typical).

Every second line gives: Statin myotox sup	DENV2 CPE rescue	PglD inh	ERp5 inh	E-selectin induc	S100A4 inh HTS	SIRT5 inh
CN(Cc1ccccc1)C(=O)c1cccc(NC(=O)Cc2cccc(NC(=O)C3CCN(C(=O)C4CCC4)CC3)c2)c1
 : 6	2	2	0	-0.1	0	-3
CCC(=O)N1C[C@H](C)[C@@H](OC)CN(C)C(=O)c2cc(NC(=O)C3CCOCC3)ccc2OC[C@H]1C
 : 11	-2	1	2	0.1	6	nt
O=C(Nc1cccc(-n2cnnn2)c1)c1cc(Cl)ccc1Cl
 : -8	-1	-1	1	nt	-6	-2
Cc1ccc(C)c(NC(=S)NC23CN4CN(CN(C4)C2)C3)c1
 : nt	-1	nt	0	nt	-3	-3
C[C@@H]1CN([C@@H](C)CO)C(=O)Cc2cc(NC(=O)Nc3cccc4ccccc34)ccc2O[C@H]1CN(C)Cc1ccc(Cl)c(Cl)c1
 : 13	-2	0	-4	1.0	-8	4
COC(=O)c1ccc(Cl)c(S(=O)(=O)N2CCCC2)c1
 : nt	-5	nt	5	nt	3	-3
CCOc1ccc(C(=O)NCCc2cnc[nH]2)cc1
 : 3	-3	-1	2	0.5	0	-3
CC(=O)NS(=O)(=O)c1ccc(NS(=O)(=O)c2ccc3ccccc3c2)cc1
 : -5	7	0	8	-0.1	-3	-3
C[C@@H]1CN([C@@H](C)CO)C(=O)c2cccc(NC(=O)C3CCOCC3)c2O[C@@H]1CN(C)Cc1ccc(C(F)(F)F)cc1
 : 0	?	0	-7	-8.3	-1	-1
COc1cccc(OCC(=O)NNC(=S)Nc2ccc(Cl)cc2Cl)c1
 : nt	5	nt	5	2.5	0	-2
CN1CCN(Cc2nc3ccccc3c(=O)n2Cc2nc(-c3cccc([N+](=O)[O-])c3)cs2)CC1
 : nt	6	nt	-1	nt	2	4
Cc1cccc(C)c1NC1=NCCCCC1
 : nt	-1	nt	-7	-0.7	8	-5
O=c1[nH]c2cc3c(cc2cc1CN(Cc1cccnc1)C(=S)NCc1ccco1)OCCO3
 : nt	-1	nt	3	0.4	-12	-9
CCOC(=O)CNC1CC(=O)N(c2cccc(Cl)c2)C1=O (centres undefined)
 : 0	2	2	-4	nt	-1	-5
COc1cccc(S(=O)(=O)Nc2ccc3c(c2)OC[C@H](C)NC[C@@H](C)[C@@H](OC)CN(C)C3=O)c1
 : 8	12	0	3	-0.2	-5	-1
Cc1cc(S(=O)(=O)N2CCOCC2)ccc1OCC(=O)NCC1CCCO1 (centres undefined)
 : 2	-2	0	-5	0.0	-1	nt
CC(=O)Nc1ccc(NC(=O)Cc2sc(C)nc2-c2ccc(C)cc2)cc1
 : nt	3	nt	2	5.7	-2	-1
CC1(C)N([O-])C2=C(CCCC2)[N+]1=O
 : nt	1	nt	3	nt	-3	-3
CN(C)C(=O)c1ccc(-c2ccc([C@H]3[C@H](CO)N4CCCCN(C(=O)C5CC5)C[C@@H]34)cc2)cc1
 : -1	1	2	-1	-0.2	-11	2
CC(=Cc1ccccc1)C=C1SC(=S)N(CCCC(=O)Nc2ccc(C(=O)O)c(O)c2)C1=O
 : 3	-15	-2	-2	nt	-4	60*
O=c1cc[nH]c2cc(Cl)ccc12
 : -3	nt	6	-2	0.6	-5	nt
Cn1c(CNC(=O)c2ccco2)nnc1SCC(=O)Nc1c(F)cc(F)cc1Br
 : nt	3	nt	-3	0.1	-4	-1
COC(=O)c1[nH]c2ccc(C)cc2c1NC(=O)CN1CCc2cc(OC)c(OC)cc2C1
 : 19	nt	-7&-2	nt	nt	-7	nt
O=C(C[C@H]1C=C[C@H](NC(=O)c2ccncc2)[C@@H](CO)O1)Nc1ccc(-c2ccccc2)cc1
 : -4	-1	-1	0	0.5	0	-5
CCC(CO)Nc1ccn2nc(-c3cc(OC)c(OC)c(OC)c3)cc2n1 (centres undefined)
 : 5	-2	-1	-8	0.3	0	-4
COc1ccc(-c2ccnc(SCC(=O)c3ccc(Cl)cc3)n2)cc1
 : nt	-4	nt	3	nt	6	-1
COc1ccccc1/C=N/Nc1nncc2ccccc12
 : nt	0	nt	1	nt	7	-4
O=C(c1cc(-c2ccc(Cl)cc2Cl)on1)N1CCOCC1
 : -9	7	-5	-9	nt	-2	-5
CCc1cnc(N2[C@H](CO)[C@@H](c3ccc(C4=CCCC4)cc3)[C@@H]2C#N)s1
 : -13	18	1	1	-0.4	-13	1
C[C@H]1CN([C@@H](C)CO)C(=O)Cc2cc(NC(=O)c3ccncc3)ccc2O[C@@H]1CN(C)S(=O)(=O)c1cccs1
 : -17	-3	5	4	nt	-2	-1

Every second line gives: Statin myotox sup	DENV2 CPE rescue	PglD inh	ERp5 inh	E-selectin induc	S100A4 inh HTS	SIRT5 inh
CC/C(=N\NS(=O)(=O)c1ccc(C)cc1)c1ccco1
 : 7	3	-7	2	0.1	-5	-4
CC(Oc1cc2oc(=O)c3c(c2cc1Cl)CCC3)C(=O)NCc1ccncc1 (centres undefined)
 : -3	7	3	-6	nt	1	2
CC1(C)CC(=O)c2c(O)cc(OCC(=O)NCCc3ccc(S(N)(=O)=O)cc3)cc2O1
 : 2	?	9	-3	nt	2	-25
O=C(Nc1cccc(F)c1)N1CC(=O)N2[C@@H](CO)[C@H](c3ccc(Br)cc3)[C@@H]2C1
 : nt	7	nt	4	-0.6	-29	-3
COc1cc(OC)cc(C(=O)N[C@H](C(=O)Nc2nc(-c3cc(OC)ccc3OC)cs2)C(C)C)c1
 : nt	1	nt	1	2.9	6	-3
Cc1sc2ncnc(NC(C)C(=O)O)c2c1C (centres undefined)
 : nt	13	nt	7	1.5	-3	6
CCCC#Cc1ccc([C@H]2[C@@H](CO)N3C(=O)CN(C(=O)c4ccccn4)C[C@H]23)cc1
 : nt	3	nt	-5	0.0	-4	13
CCCSc1nc(-c2ccccc2)cc(C(F)(F)F)c1C#N
 : nt	nt	nt	4	nt	-2	-6
Cc1ccccc1Nc1nc(N)nc(CSc2nnnn2C)n1
 : -3	-4	nt	-3	0.5	0	3
O=C(NCc1ccccc1)C(c1ccc(Cl)cc1)N(C(=O)c1csnn1)C1CC1 (centres undefined)
 : -3	-4	4	1	0.5	-6	0
COC(=O)c1ccccc1NC(=O)c1cc[n+]([O-])cc1
 : 2	-1	-1	-4	nt	-3	3
NC(=S)N/N=C\c1ccccc1OCc1ccccc1
 : nt	-5	8	-4	nt	-2	0
Cc1cc(C)n(S(=O)(=O)c2ccc(C)c(C)c2)n1
 : -1	2	-8	0	-0.8	-8	2
COc1ccccc1-c1cnc2c(c1)C(=O)N([C@@H](C)CO)C[C@H](C)[C@@H](CN(C)C(C)=O)O2
 : 5	1	2	5	0.2	3	-7
CCOC(=O)c1cnc2c(C(=O)OCC)cnn2c1N
 : -3	9	-6	0	-1.0	-11	1
N#C[C@@H]1[C@H](c2ccccc2-c2ccccc2F)[C@@H](CO)N1C(=O)Cc1ccccc1
 : nt	3	nt	4	0.0	-21	2
COc1ccc(-c2cc(-c3ccc(N)cc3)nc(N)c2C#N)cc1OC
 : nt	-4	nt	1	nt	-6	0
O=C(CCN=C1NS(=O)(=O)c2ccccc21)OCc1cccc(Cl)c1
 : nt	17	nt	0	-0.3	-4	2
COc1ccc(/C=C/C(=O)NCCNC(=O)c2ccccc2)cc1OC
 : 6	0	0	-1	-0.3	-3	2
Cc1noc(C)c1NC(=O)Nc1ccc2c(c1)C(=O)N([C@H](C)CO)C[C@H](C)[C@@H](CN(C)Cc1ccc(Cl)c(Cl)c1)OCCCC[C@H](C)O2
 : nt	-1	0	7	0.0	11	10
CC(=O)c1ccc(OCC(=O)OCC(=O)Nc2sccc2C(N)=O)cc1
 : 3	6	1	7	nt	-3	1
Cc1noc(C)c1NC(=O)Nc1ccc2c(c1)C(=O)N([C@@H](C)CO)C[C@H](C)[C@@H](CN(C)S(=O)(=O)c1cccs1)OCCCC[C@H](C)O2
 : -1	7	-1	-3	-0.1	-3	-1
O=[N+]([O-])c1cccc(/C=N/N2CCN(c3ccccn3)CC2)c1
 : nt	10	nt	2	2.5	-5	-1
Cc1ccc(F)c(S(=O)(=O)NC(=O)C2(C)CCN2C(=O)CCC2CCCC2)c1 (centres undefined)
 : 0	-10	2	-1	-0.1	-1	0
O=C1C(=NO)C(c2ccccc2)Oc2ccccc21 (centres undefined)
 : -9	-4	0	5	-0.3	-2	nt
COc1cc(C(=O)O)ccc1OCc1ccccc1
 : nt	-8	nt	-2	-0.2	24	2
NS(=O)(=O)c1ccc(NS(=O)(=O)c2ccc(Br)cc2)cc1
 : 15	1	-3	3	17	4	0
Nc1ccccc1Sc1ccc(C(=O)c2ccccc2C(=O)O)cc1[N+](=O)[O-]
 : nt	-1	1	2	nt	0	8
COc1ccc(-n2ncc3c(=O)n(CC(=O)Nc4ccc5c(c4)OCCO5)cnc32)cc1
 : -11	10	6	-1	0.8	-2	2
COc1ccccc1C(=O)N1CCN(C(=O)Cc2ccccc2)CC1
 : 21	5	1	3	0.1	-4	0

Every second line gives: Statin myotox sup	DENV2 CPE rescue	PglD inh	ERp5 inh	E-selectin induc	S100A4 inh HTS	SIRT5 inh
Clc1nc(Cl)nc(N(c2ccccc2)c2ccccc2)n1
 : nt	-3	2	-4	1.5	1	3
Cc1ccccc1N1CCN(C2CCCN(C(=O)CCN3CCCCO3)C2)CC1 (centres undefined)
 : -5	13	-3	-6	1.6	1	-7
COCCCNc1nc(N)c([N+](=O)[O-])c(NC2CCCCC2)n1
 : 55	2	-1	-1	0.4	-5	-6
CC1(C)CCC(=O)N(c2ccccc2)C1=O
 : nt	-7	nt	-3	-0.6	0	-3
CCOc1ccc(CCNC(=O)c2c(C)noc2C)cc1OCC
 : -5	12	-5	-1	0.0	-3	-2
Cc1cccc(NC(=O)Cn2nc(C(F)(F)F)cc2C2CC2)c1
 : nt	nt	nt	-2	nt	1	11
CC1CCCCN1S(=O)(=O)c1ccc2c(c1)CCN2C(=O)C1CC1 (centres undefined)
 : -2	-2	1	2	nt	-1	-2
COc1ccccc1C1CCN(c2ccc([N+](=O)[O-])c(OC)c2)CC1
 : 8	-4	-5	-7	0.4	19	-2
CO[C@H]1CN(C)C(=O)c2cc(NC(=O)C3CC3)ccc2OC[C@H](C)N(C(=O)c2ccncc2)C[C@@H]1C
 : -1	7	-2	0	-0.3	-5	0
COC(=O)C[C@@H]1C[C@@H]2c3cc(NC(=O)C4CCC4)ccc3O[C@@H]2[C@@H](CO)O1
 : -16	-3	1	3	-0.2	10	-1
O=C(Nc1ccccc1C(=O)NCCCN1CCOCC1)c1ccccc1
 : nt	-5	5	-5	-0.7	0	0

3 entries out of the list above, arranged by their value in PglD inh, highest first:
SMILES | DENV2 CPE rescue | PglD inh | ERp5 inh | S100A4 inh HTS | SIRT5 inh
COc1ccccc1C(=O)N1CCN(C(=O)Cc2ccccc2)CC1 | 5 | 1 | 3 | -4 | 0
CC(=O)NS(=O)(=O)c1ccc(NS(=O)(=O)c2ccc3ccccc3c2)cc1 | 7 | 0 | 8 | -3 | -3
CCOc1ccc(C(=O)NCCc2cnc[nH]2)cc1 | -3 | -1 | 2 | 0 | -3

High-throughput results: PubChem, Broad Institute
